# BRCA1 expr act: increases BRCA1 expression; MCF7-BRCA1-FFLuc reporter, luminescence, 48 h; response scale: scaled: vehicle 0%, 10 µM genistein 100%; Potency, µM (titrated, usually from 46.1 µM), inactives show at the highest dose activation, most hits filed as activators; actives 1.1% (n = 380,000); further: nearly all actives have a fitted effect of over 80% in size; some results filed as inactive show a strong effect at the top dose
#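 Compounds are tested at multiple concentrations on MCF7 BRCA1-luciferase reporter cells seeded at 2000 per well; after 48 h, a single luminescence end-point is taken and curves fitted to the normalized data.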
# NPC1 prom act: activators of NPC1 promoter | Huh7 NPC1 promoter luciferase reporter, 24 h | Potency, µM (titrated, usually from 9.22 µM), for the others: at the top dose activation, hits mostly activators | actives 2.4% (n = 320,000);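 further: % of control where 0% means no effect; nearly all actives have a fitted effect of over 60% in size; reporter is driven by a mutant NPC1 promoter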
#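 Cells: Huh7 expressing luciferase under the NPC1 promoter, 1500/well. Seeded 2 h, compound added, incubated 24 h at 37 °C. Luciferase reagent, 10 min ambient, then luminescence.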
# VP16 counter: inhibits Gal4-VP16 luciferase reporter, ROR gamma counter-screen | Drosophila S2 Gal4-VP16 UAS-luciferase, luminescence, 20 h | Potency, µM (highest dose often 53.6 µM), for inactives: top-dose activity, negative = inhibition, usual class: inhibitors | actives 3.5% (n = 310,000) | AID 2546;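 further: Gal4-VP16 expression switched on by copper sulfate through the metallothionein promoter; on the % scale 0 is the no-effect control and ±100 the full control effect; nearly all actives have a fitted effect of over 50% in size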
# MBNL1 CUG block: inhibitors of human MBNL1 binding to CUG repeat RNA | TR-FRET MBNL1-His/biotin-(CUG)12 binding, 665/545 ratio | Potency, µM (doses to about 57.5 µM), for the others: at the top dose activity change, negative = inhibition, actives largely listed as inhibitors | actives 0.036% (n = 280,000); active means well fitted inhibition curve with a large enough effect in the signal ratio, with a control signal flat, not every such curve was filed as active; inconclusive means small, poorly fitted or top-dose-only effect, or effect the other way, or a change in a side signal; inactive means no such curve, though single readings can be large or run the other way; the % refers to the signal ratio; further: on the % scale 0 is the no-effect control and ±100 the full control effect
# Target sequence (Q9NR56 whole entry, looked up): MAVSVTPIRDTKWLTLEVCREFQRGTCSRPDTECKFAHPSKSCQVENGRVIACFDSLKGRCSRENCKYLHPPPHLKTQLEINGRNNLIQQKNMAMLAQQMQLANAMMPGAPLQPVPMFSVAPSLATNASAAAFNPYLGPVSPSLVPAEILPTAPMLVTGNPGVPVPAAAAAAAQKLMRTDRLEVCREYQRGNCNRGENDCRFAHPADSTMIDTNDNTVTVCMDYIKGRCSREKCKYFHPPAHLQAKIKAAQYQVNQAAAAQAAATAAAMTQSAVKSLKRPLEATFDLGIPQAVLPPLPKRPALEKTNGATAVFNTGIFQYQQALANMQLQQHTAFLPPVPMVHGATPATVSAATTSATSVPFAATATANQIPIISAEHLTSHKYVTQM
#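 TR-FRET between His-tagged MBNL1 and biotin-(CUG)12 RNA, detected with Tb anti-His antibody (0.055 ng/ul) and streptavidin-XL665 (5 nM), 60 min at room temperature. Compounds titrated 92 nM to 58 uM; 665/545 nm ratio normalized to buffer and complex controls.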
# uPA surface inh: blocks generation of uPA at the cell surface | cell surface uPA generation assay, qHTS | AID 540303 | Potency, µM (titrated, usually from 38.3 µM), for the others: at the highest dose activity change, negative = inhibition, most hits filed as inhibitors | actives 0.31% (n = 330,000); active means well fitted inhibition curve with a large enough effect; inconclusive means small, poorly fitted or top-dose-only effect; inactive means no such curve, though single readings can be large or run the other way; tested in mouse RAW 264.7 cells; further: on the % scale 0 is the no-effect control and ±100 the full control effect; nearly all actives have a fitted effect of over 55% in size
# FLuc modulator: inhibits or activates purified firefly luciferase, miR-21 counter-screen; purified FLuc, Km substrates, luminescence inhibition; Potency, µM (series often up to 57.5 µM), for the others: top-dose activity change, negative = inhibition, most hits filed as inhibitors; actives 6.9% (n = 360,000); P08659;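 further: plate controls were vehicle for no effect and reference inhibitor for full effect; nearly all actives have a fitted effect of over 55% in size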
#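 Biochemical qHTS of compounds, final roughly 60 µM downward over six points, against 10 nM purified firefly luciferase using Km concentrations of substrates (10 uM D-luciferin, 10 uM ATP) in Tris acetate pH 7.5 buffer; luminescence output.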
# Rab9 prom act: Rab9 promoter activation | actives 2.8% (n = 320,000) | Huh7 Rab9 promoter-luciferase reporter, luminescence, 24 h | Potency, µM (doses to about 9.22 µM), inactives show at the top dose activation, negative = inhibition, actives largely listed as activators | AID 485297; further: % of control where 0% means no effect; nearly all actives have a fitted effect of over 60% in size
#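 Luciferase signal after 10 min detection reagent at ambient indicates Rab9 promoter upregulation; stably transfected Huh7 cells were treated 24 h with compound in DMSO at 37 °C, 5% CO2.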
# p53 reactivation: restores transcriptional activity of mutant p53; H1299 p53-A138V BP100-luciferase reporter, luminescence, 24 h; Potency, µM (series often up to 92.2 µM), for inactives: at the highest dose activity change, positive = activation, usual class: activators; actives 0.063% (n = 320,000); AID 504706; further: % of control where 0% means no effect; nearly all actives have a fitted effect of over 45% in size
#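 H1299 (p53-null), stable ts p53-A138V + BP100-Luc; 1000 cells/well, Opti-MEM/10% FBS; cpd 4 pt, 1:5; 24 h, 37 deg C, 5% CO2; detection reagent 10 min RT; luminescence.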
# RORgamma inh: inhibitors of mouse ROR gamma transcriptional activity; Drosophila S2 Gal4-RORgamma UAS-luciferase reporter, 20 h; Potency, µM (doses to about 53.6 µM), without a hit: at the top dose activity change, negative = inhibition, hits mostly inhibitors; actives 5.4% (n = 310,000); AID 2551; further: on the % scale 0 is the no-effect control and ±100 the full control effect; nearly all actives have a fitted effect of over 60% in size
# Target sequence (P51450 whole entry, looked up, the tested form may be a part): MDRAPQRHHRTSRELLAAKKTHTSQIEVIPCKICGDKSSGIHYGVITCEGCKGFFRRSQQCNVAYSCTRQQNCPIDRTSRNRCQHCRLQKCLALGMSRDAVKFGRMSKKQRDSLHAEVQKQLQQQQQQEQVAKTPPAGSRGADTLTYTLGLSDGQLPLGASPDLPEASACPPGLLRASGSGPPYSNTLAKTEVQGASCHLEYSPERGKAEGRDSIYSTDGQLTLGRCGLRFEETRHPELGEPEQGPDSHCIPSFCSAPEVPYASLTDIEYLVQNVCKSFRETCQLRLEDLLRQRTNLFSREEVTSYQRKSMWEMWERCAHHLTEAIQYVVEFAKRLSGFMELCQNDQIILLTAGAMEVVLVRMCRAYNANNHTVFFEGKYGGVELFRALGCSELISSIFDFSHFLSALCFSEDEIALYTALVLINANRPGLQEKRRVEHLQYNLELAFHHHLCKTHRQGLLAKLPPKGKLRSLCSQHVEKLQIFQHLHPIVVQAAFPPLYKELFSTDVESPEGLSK
#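 Drosophila Schneider cells stably carrying a metallothionein-driven Gal4 DBD–ROR gamma fusion and a UAS-Photinus luciferase reporter were exposed to compound for 1 hr, then induced with copper sulfate (700 uM final) for 20 hr at ambient temperature before luminescence reading.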
# ELG1 genotox: genotoxicity induction in ELG1-luciferase HEK293T cells. HEK293T ELG1-luciferase reporter, luminescence, 16 h. Potency, µM (doses to about 46 µM), inactives show at the top dose activity change, positive = activation, hits mostly activators. actives 1.3% (n = 330,000). AID 504466; further: % of control where 0% means no effect; nearly all actives have a fitted effect of over 60% in size
#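 Screening used a luciferase reporter fused to human ELG1 in HEK293T cells. Luminescence was read on a CCD plate imager after 16 hr exposure and 30 min ONE-Glo incubation.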
# Starred values were filed as active, the others as inactive; ? = inconclusive; . = not tested or not shown; [ ] = another dose, or the depositor's remark. Unless noted, the call rests on the fitted dose curve; in most records, active means well fitted curve in the direction sought with a large enough effect; inconclusive means small, poorly fitted or top-dose-only effect, or another doubt; inactive means no such curve, though single readings can be large; an effect the other way counts as inactive or inconclusive. Potency means the concentration at half of the fitted maximal effect.
1: O=C1c2ccccc2CN1CCNS(=O)(=O)c1ccc(Cl)cc1
2: COc1ccc(CNc2ccc(S(N)(=O)=O)cc2)cc1
3: O=C1NC(c2ccc(Cl)cc2Cl)Oc2ccccc21 (stereo not given)
4: COc1ccccc1OCC(O)Cn1c(Br)nc2c1c(=O)[nH]c(=O)n2C (stereo not given)
5: CN(C)CCCN(C(=O)c1cc(-c2cccs2)nc2ccccc12)c1nc2c(F)cccc2s1
6: COc1cc2c(cc1OC)CN(C(=O)Cn1ccccc1=O)CC2
7: O=C(NC1CCCC1)C(c1ccccn1)N(C(=O)c1csnn1)C1CCCCC1 (stereo not given)
8: O=C(O)CCCN=Cc1c(O)c2ccccc2oc1=O

assay / compound	1	2	3	4	5	6	7	8
BRCA1 expr act	-27%	-16%	-19%	-38%	-61%	8%	-12%	-22%
NPC1 prom act	-4%	0%	3%	-2%	1%	-3%	-2%	-3%
VP16 counter	-6%	-3%	-5%	-6%	-23%	-1%	-3%	8%
MBNL1 CUG block	-4%	-6%	7%	-4%	9%	1%	-3%	-8%
uPA surface inh	3%	-3%	1%	2%	-4%	-7%	1%	-2%
FLuc modulator	2%	1%	-2%	1%	-6%	4%	6%	1%
Rab9 prom act	-3%	-1%	2%	4%	3%	-2%	0%	-2%
p53 reactivation	-5%	17%	6%	-5%	?	5%	-12%	7%
RORgamma inh	?	?	-8%	4%	?	-14%	49%	-9%
ELG1 genotox	3%	1%	2%	-3%	3%	1%	1%	?

# Reprinted at random: 4 records from the list
1: O=C1c2ccccc2CN1CCNS(=O)(=O)c1ccc(Cl)cc1
4: COc1ccccc1OCC(O)Cn1c(Br)nc2c1c(=O)[nH]c(=O)n2C (stereo not given)
7: O=C(NC1CCCC1)C(c1ccccn1)N(C(=O)c1csnn1)C1CCCCC1 (stereo not given)
2: COc1ccc(CNc2ccc(S(N)(=O)=O)cc2)cc1

assay / compound	1	4	7	2
BRCA1 expr act	-27%	-38%	-12%	-16%
NPC1 prom act	-4%	-2%	-2%	0%
VP16 counter	-6%	-6%	-3%	-3%
MBNL1 CUG block	-4%	-4%	-3%	-6%
uPA surface inh	3%	2%	1%	-3%
FLuc modulator	2%	1%	6%	1%
Rab9 prom act	-3%	4%	0%	-1%
p53 reactivation	-5%	-5%	-12%	17%
RORgamma inh	?	4%	49%	?
ELG1 genotox	3%	-3%	1%	1%

# Continuation:
9: COc1ccc(Cn2ccnc2SCC(=O)Nc2ccccc2OC)cc1
10: Cc1cc(Cl)ccc1OCC(=O)NC1CCCC1
11: Cc1cccc(NC(=O)c2cc3c(=O)n4ccccc4nc3n(CC(C)C)c2=N)c1
12: CCN(CC)CC(=O)Nc1ccc2c(c1)Nc1ccccc1CC2
13: COc1ccccc1C(=O)Nc1ccc(Cc2ccncc2)cc1
14: Cc1ccn2cc(C(=O)N3CCCC(Nc4ccc(F)cc4)C3)nc2c1 (stereo not given)
15: O=C(NCCCn1ccnc1)C1CCN(S(=O)(=O)c2ccc(F)cc2)CC1
16: CCN1CCN(S(=O)(=O)c2ccc(Cl)c(C(=O)NC(C)(C)C)c2)CC1

assay / compound	9	10	11	12	13	14	15	16
BRCA1 expr act	-12%	-1%	1%	-56%	-22%	-2%	-34%	0%
NPC1 prom act	0%	-1%	-1%	18%	6%	3%	0%	-2%
VP16 counter	8%	17%	1%	2%	?	-8%	-2%	1%
MBNL1 CUG block	-4%	-3%	10%	-2%	-9%	-3%	-3%	-1%
uPA surface inh	8%	2%	8%	-12%	-1%	9%	-2%	6%
FLuc modulator	-2%	?	3%	12µM*	?	-2%	3%	0%
Rab9 prom act	6%	2%	-6%	?	0%	10%	-3%	-3%
p53 reactivation	2%	19%	-2%	30%	0%	11%	0%	-3%
RORgamma inh	-14%	24%	10%	?	?	33%	-9%	1%
ELG1 genotox	-7%	?	1%	0%	1%	5%	0%	1%

17: Cn1nc2c(c1C(=O)O)CCCC2
18: Cn1nccc1C(=O)N(CCN1CCCCC1)CC1CCCN(C2CCCC2)C1 (stereo not given)
19: CCN(CC(=O)NC1CCS(=O)(=O)C1)C(=O)C(c1ccccc1)c1ccccc1 (stereo not given)
20: CSCCC(NS(=O)(=O)c1ccccc1F)C(=O)OCc1ccccc1Cl (stereo not given)
21: COc1ccccc1/C=C/CN1CCC(Oc2ccc(C(=O)N3CCCCC3)cc2)CC1
22: COc1ccc(NC(=O)C2CC(=O)OC2(C)C)cc1 (stereo not given)
23: C/C(=N\NC(=O)c1cccc(N/N=C(\C)c2ccc([N+](=O)[O-])cc2)c1)c1ccc([N+](=O)[O-])cc1
24: CC(=O)NC(CC(=O)OC(C)C(=O)Nc1ncc(Cl)cc1Cl)c1ccccc1 (stereo not given)

assay / compound	17	18	19	20	21	22	23	24
BRCA1 expr act	-1%	8%	-9%	-16%	-23%	9%	-3%	-1%
NPC1 prom act	0%	21%	-2%	3%	-3%	0%	1%	-1%
VP16 counter	5%	18%	-2%	-7%	1%	7%	24%	-1%
MBNL1 CUG block	-3%	-7%	1%	-12%	2%	-2%	23%	-2%
uPA surface inh	0%	21%	.	4%	-12%	5%	-4%	-10%
FLuc modulator	1%	?	0%	-4%	0%	-1%	4%	6%
Rab9 prom act	-2%	?	0%	0%	0%	-2%	-1%	11%
p53 reactivation	5%	?	-12%	4%	25%	-3%	1%	3%
RORgamma inh	33%	-6%	-1%	18%	4%	17%	8%	-7%
ELG1 genotox	1%	11%	-3%	-2%	-8%	0%	-2%	7%

25: COc1ccc(/C(N)=N/OC(=O)CCCc2ccccc2)cc1
26: Cc1ccc(OCC(=O)O/N=C(\N)Cc2ccc([N+](=O)[O-])cc2)cc1C
27: C=C(C)C1Cc2cc3ccc(=O)oc3cc2O1 (stereo not given)
28: Cc1ccc(-n2[nH]c(C)c(/C=N/c3ccccn3)c2=O)cc1
29: O=C(c1cc([N+](=O)[O-])ccc1N1CCN(S(=O)(=O)c2ccc(Cl)c(Cl)c2)CC1)N1CCOCC1
30: CCNC(=O)NC(=O)C(C)Sc1ccc2c(c1)OCCO2 (stereo not given)
31: Cc1ccc(CNC(=O)CO/N=C/c2ccc(C(C)(C)C)cc2)cc1
32: O=C(CSc1nnc(-c2ccc([N+](=O)[O-])cc2)o1)Nc1ccccn1

assay / compound	25	26	27	28	29	30	31	32
BRCA1 expr act	70%	-15%	10µM*	20%	-36%	4%	-51%	?
NPC1 prom act	3%	0%	14%	0%	1%	-4%	-2%	0.71µM*
VP16 counter	10%	0%	?	0%	-1%	7%	7.9µM*	-13%
MBNL1 CUG block	6%	2%	.	?	8%	-1%	.	2%
uPA surface inh	-2%	0%	-5%	?	-6%	2%	0%	?
FLuc modulator	?	-16%	13µM*	?	0%	0%	?	-12%
Rab9 prom act	-1%	10%	?	1%	-14%	-4%	-4%	0.4µM*
p53 reactivation	?	-2%	?	9%	-5%	7%	10%	6%
RORgamma inh	30%	2%	?	-8%	44%	-9%	-7%[10 µM]	-4%
ELG1 genotox	9%	-5%	?	4%	-4%	1%	-3%	?

33: COCCNc1nc(Cl)c(C#N)s1
34: O=C(Cn1cnc2ccccc21)c1ccc(Cl)cc1
35: Clc1ccccc1Cc1noc(CN2CCCCC2c2ccccn2)n1 (stereo not given)
36: O=C(Nc1cccc2ncccc12)c1cc2ccccc2o1
37: CCCCC(CCC(=O)Nc1ccn(-c2ccccc2)n1)C(=O)O (stereo not given)
38: O=S(=O)(c1ccccc1)N1CCN(c2nc3ccccc3s2)CC1
39: COc1ccccc1N1CCN(C(=O)C2CCN(S(=O)(=O)c3ccccc3)CC2)CC1
40: COc1ccc(NC(=O)c2cccc(S(=O)(=O)N(C)c3ccccc3)c2)cn1
41: CCc1ccc2oc(=O)cc(CN3CCN(c4ccc(F)cc4)CC3)c2c1
42: CCOC(=O)c1c(N/N=C/c2cccnc2)n[nH]c1C
43: COc1ccc(NC(=O)c2c(C)noc2-c2snnc2C)cc1

assay / compound	33	34	35	36	37	38	39	40	41	42	43
BRCA1 expr act	1%	68%	-1%	-28%	6%	44%	7%	-7%	-47%	49%	-33%
NPC1 prom act	-4%	8%	-8%	12%	-3%	21%	-4%	0%	-4%	-13%	0%
VP16 counter	-6%	-3%	-5%	7%	-9%	-1%	4%	-10%	0%	?	8%
MBNL1 CUG block	-6%	0%	-9%	13%	.	?	-3%	-11%	-4%	.	.
uPA surface inh	-10%	2%	16%	0%	2%	7%	7%	-2%	-12%	?	-10%
FLuc modulator	-3%	-18%	-2%	?	0%	5%	-1%	-6%	7%	?	2%
Rab9 prom act	-5%	11%	-5%	-1%	-1%	?	-1%	1%	5%	14%	-10%
p53 reactivation	-2%	-20%	0%	0%	4%	9%	-5%	-2%	0%	-3%	-5%
RORgamma inh	-2%	-21%	?	18%	13%	55%	7%	?	-3%	-22%	-1%
ELG1 genotox	2%	-2%	-4%	-1%	-2%	?	-7%	-5%	0%	16%	-1%

# Screening results deposited in PubChem BioAssay by National Center for Advancing Translational Sciences (NCATS).
